Screens (PubChem BioAssay)
Efflux pump mplx: inhibitors of Candida efflux pumps in yeast, primary screen, S. cerevisiae, Nile Red, multiplex; S. cerevisiae Candida pump triplex; inhibition, % at 10 µM; 330,000 tested, 0.44% active;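 active means plate passing quality check with inhibition over a set limit, or well fluorescence over plate mean plus 4 SD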;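 further: Nile Red retained in pooled yeast measured as flow cytometry median fluorescence; 0% = buffer negative control and 100% = Enniatin B positive control; higher means more Nile Red kept so more efflux inhibition; some compounds called inactive have numbers as strong as hits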
CR mimetic SO: reduction of superoxide in aged yeast, primary screen, HTS | superoxide response (% of plate mean), % at 10 µM | AID 2690, 2010 | S. cerevisiae aged cells, superoxide DHE fluorescence; active compounds read low | 330,000 tested, 0.18% active;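 active means superoxide response under a set limit, about three screen SD below normal, cut at about 65% in these data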;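 further: yeast aged for seven days with compound at 30 °C before DHE staining; 100% = average MFI of all compound-treated wells on the plate with controls excluded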
MCL1-BIM inh: inhibitors of MCL1 binding to BIM-BH3, primary screen, biochemical, fluorescence polarization; GST-MCL1 / FITC-Bim-BH3 fluorescence polarization; inhibition, % at 10.9 µM; 320,000 tested, 0.68% active; AID 2057, 2009;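 active means inhibition above the mean inhibition of all tested compounds plus 3 SD, set per campaign, cut at about 40% in these data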;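 further: 0% = DMSO wells and 100% = unlabeled Bim-BH3 peptide control; higher means more loss of mP so more displacement of Bim peptide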
Bcl-xL primary: inhibitors of human Bcl-xL, primary screen, biochemical, fluorescence polarization, HTS; Bcl-2-like protein 1 (Homo sapiens), Q07817; GST-Bcl-xL / FITC-Bim BH3 peptide fluorescence polarization; inhibition, % at 10.9 µM; 320,000 tested, 0.7% active; AID 2129, 2009;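 active means inhibition above the mean of all tested compounds plus 3 SD, cutoff set per campaign, cut at about 30% in these data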;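 further: 0% = DMSO wells and 100% = unlabeled Bim-BH3 peptide competitor; inhibitors lower millipolarization by displacing the labeled peptide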
Target sequence (Q07817 whole entry, looked up): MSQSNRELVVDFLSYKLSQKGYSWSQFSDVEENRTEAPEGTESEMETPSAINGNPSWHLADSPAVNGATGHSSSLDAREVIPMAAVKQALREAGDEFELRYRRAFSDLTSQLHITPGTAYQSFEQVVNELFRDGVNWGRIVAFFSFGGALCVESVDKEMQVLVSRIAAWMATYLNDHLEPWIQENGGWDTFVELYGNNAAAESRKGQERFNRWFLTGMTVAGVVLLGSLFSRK
GLD-1 TGE inh: GLD-1/TGE RNA complex disruptors, primary screen, biochemical, fluorescence polarization; purified GLD-1 + fluorescein TGE RNA; inhibition, % at 5.96 µM; 320,000 tested, 0.44% active;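 active means percent inhibition above a per-plate cutoff, the plate mean of test compounds plus 3 SD, cut at about 30% in these data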;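 further: 0% = DMSO wells with GLD-1 and probe and 100% = wells lacking GLD-1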
Fam108B inh: mouse Fam108B serine hydrolase inhibitors, primary screen, counter-screen for RBBP9 inhibitor project, biochemical, fluorescence polarization; 300,000 tested, 0.33% active; AID 1947, 2009; recombinant Fam108B, FP-Rh probe fluorescence polarization; inhibition, % at 9.51 µM;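 active means inhibition above the screen mean inhibition plus 3 SD, computed separately per campaign, cut at about 18% in these data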;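 further: inhibitors lower polarization as less probe binds the enzyme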
MEX-5 binding: MEX-5 zinc finger RNA-binding disruptors – biochemical, C. elegans, fluorescence polarization, MLPCN library, primary screen; Zinc finger protein mex-5 (Caenorhabditis elegans), Q9XUB2; MEX-5/FITC-TCR2 RNA binding; active compounds read low; activity score (negative = inhibition of binding), % at 10 µM; 300,000 tested, 0.38% active; AID 1832, 2009;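 active means inhibition past about -25% in most replicates, and total fluorescence under double the plate's negative control median, limit read from the data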;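 further: 0% = DMSO and -100% = 5 µM competing unlabeled TCR2 RNA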
Target sequence (Q9XUB2 whole entry, looked up): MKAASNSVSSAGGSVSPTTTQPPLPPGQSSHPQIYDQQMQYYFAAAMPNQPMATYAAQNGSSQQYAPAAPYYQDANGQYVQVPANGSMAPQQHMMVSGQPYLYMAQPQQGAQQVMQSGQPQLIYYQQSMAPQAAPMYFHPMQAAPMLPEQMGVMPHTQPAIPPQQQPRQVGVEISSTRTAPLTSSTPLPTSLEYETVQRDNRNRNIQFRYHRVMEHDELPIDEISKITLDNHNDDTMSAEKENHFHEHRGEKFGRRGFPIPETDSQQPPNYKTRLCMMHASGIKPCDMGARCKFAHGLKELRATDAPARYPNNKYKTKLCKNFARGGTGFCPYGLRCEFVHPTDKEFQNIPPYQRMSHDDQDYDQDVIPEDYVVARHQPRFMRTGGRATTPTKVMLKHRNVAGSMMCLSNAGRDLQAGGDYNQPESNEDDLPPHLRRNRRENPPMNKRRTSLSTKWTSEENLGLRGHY
EBNA-1 inhibitor: EBNA-1 DNA-binding inhibitors, primary screen, biochemical, fluorescence polarization. AID 1950, 2009. 300,000 tested, 0.34% active. inhibition, % at 14.8 µM; in the data active means inhibition above about 28%
ZTA DNA inh: blocks Epstein-Barr virus ZTA, an EBNA-1 counter-screen | inhibition, % at 11 µM | 320,000 tested, 0.15% active | ZTA-DNA binding, fluorescence polarization | P03206; in the data active means inhibition above about 33%
Target sequence (P03206 whole entry, looked up): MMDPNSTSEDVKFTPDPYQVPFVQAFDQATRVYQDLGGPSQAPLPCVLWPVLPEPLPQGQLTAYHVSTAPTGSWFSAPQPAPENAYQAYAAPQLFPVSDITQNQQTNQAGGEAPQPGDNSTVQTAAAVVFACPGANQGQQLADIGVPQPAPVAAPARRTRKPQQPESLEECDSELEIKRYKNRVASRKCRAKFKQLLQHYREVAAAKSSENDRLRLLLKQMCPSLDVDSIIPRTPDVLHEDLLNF
The depositor's hits bear a star; / = no result given.

SMILES	Efflux pump mplx	CR mimetic SO	MCL1-BIM inh	Bcl-xL primary	GLD-1 TGE inh	Fam108B inh	MEX-5 binding	EBNA-1 inhibitor	ZTA DNA inh
O=C(CCSc1ccccc1)Nc1ccc(S(=O)(=O)N2CCOCC2)cc1	-0.1	100	-2	3	8	0	-0.1	-9	-4
N/C(=N\OC(=O)N1c2ccccc2Sc2ccccc21)c1ccc(Br)cc1	-0.2	94	1	1	-1	-8	6.2	0	-12
CN1CCN(c2cc3c(cc2F)c(=O)c(C(=O)O)cn3CCF)CC1	-0.1	60*	2	1	-3	1	0.5	7	21
COc1ccc(-c2nc(CSCC(=O)NCCCN3CCCC3=O)c(C)o2)cc1	0.1	113	-3	-4	-3	-5	0.7	1	3
Fc1cccc(NC(=S)Nc2cccc3ccccc23)c1	-0.1	107	0	5	-6	-2	-1.3	8	11
Cc1c(NS(=O)(=O)c2cc(C(=O)NCc3ccco3)cc(Cl)c2Cl)c(=O)n(-c2ccccc2)n1C	0.1	76	10	5	6	2	1.8	4	-1
O=C(C1CCN(c2ccc(N3CCOCC3)nn2)CC1)N1CCc2ccccc2C1	0.1	84	3	3	3	3	-1.5	4	-5
Cc1ccccc1Nc1ccc(S(=O)(=O)N2CCOCC2)cc1[N+](=O)[O-]	-0.2	91	-1	5	9	4	-3.6	6	6
CC(N)C12CC3CC(CC(O)(C3)C1)C2 (stereo not drawn)	-0.1	93	-4	-1	14	-3	-0.2	0	-10
O=C(CSc1nnc(CNC(=O)c2ccco2)o1)c1ccccc1	0.0	97	9	0	2	-2	-1.9	-6	0
CCCS(=O)(=O)N1CCN(S(=O)(=O)c2ccccc2[N+](=O)[O-])CC1	0.0	109	1	6	1	3	1.7	1	8
O=C(COc1ccc([N+](=O)[O-])cc1)NCCC1=CCCCC1	-0.3	97	3	-2	3	5	-1.0	6	7
NC(=O)[C@H](Cc1cc2ccccc2s1)NC(=O)[C@@H]1CC2(CC(c3cccc(NC(=O)[C@@H]4CCC(=O)N4)c3)=NO2)CN1C(=O)/C=C/Sc1ccccc1 (stereo partly drawn)	-0.1	97	-11	-3	0	-39	6.5	4	14
Cc1cnc(NC(=O)Cc2ccc(C)c(C)c2)s1	0.0	104	-3	-1	-4	0	2.3	5	9
CCN(CC)c1nc2cc(C)ccc2cc1/C=C(\C#N)C(N)=O	-0.1	103	-27	-6	-8	-3	-10	0	-30
O=C(NCc1nnnn1-c1ccc(F)cc1)c1ccc([N+](=O)[O-])o1	0.2	109	-1	1	5	5	-2.5	-1	-12
COC(=O)c1ccc(C2/C(=C(/O)c3ccc(OC)cc3)C(=O)C(=O)N2c2cc(C)on2)cc1 (stereo not drawn)	-0.1	106	-2	4	-3	0	-1.6	4	13
CC(C)(C)c1cc(S(=O)(=O)CCc2ccncc2)cc(C(C)(C)C)c1F	0.1	119	15	8	4	4	0.4	-3	-6
CCCCCn1c(NC2CCCCC2)nc2c1c(=O)[nH]c(=O)n2C	0.0	96	2	6	12	-1	-1.7	4	3
Cc1nc2ccc(C(=O)O)cc2nc1C	0.3	95	8	-1	2	2	-1.8	-2	4
COc1cc(-c2c(-c3cccc(C)c3)oc3ccccc23)cc(OC)c1OC	-0.1	107	-2	0	5	-1	0.6	6	8
COc1ccc(-c2cc(C(F)(F)F)nc(SCC(=O)N(C)Cc3cnn(C)c3C)n2)cc1OC	-0.1	107	10	13	-2	3	-2.0	8	3
CCSc1nnc(NC(=O)CSc2nc3c(c(=O)n2CC)SC(C)C3)s1 (stereo not drawn)	0.1	99	0	2	-1	-1	/	1	2
Cc1cccc(OCCCSc2nc3ccccc3[nH]2)c1	0.3	96	5	-1	-2	-3	1.1	-4	0
Cc1c(OCc2ccccc2)c(=O)ccn1Cc1ccccc1	0.0	100	8	9	5	-2	-0.4	14	8
COCc1cc(CN(C)C(=O)C2CCC(=O)N(Cc3cccc(OC)c3)C2)[nH]n1 (stereo not drawn)	0.1	91	-5	0	-1	-4	0.7	-18	-14
Cc1ccc(C(=O)Nc2ccc3c4c(cccc24)CC3)cc1[N+](=O)[O-]	-0.2	111	2	1	3	-6	0.0	3	-9
S=c1[nH]nc(-c2ccncc2)n1/N=C/c1cccc(Cl)c1	0.0	86	-38	-35	3	0	-0.4	1	-8
N#C/C(=C\c1ccc(N2CCOCC2)o1)c1ccccc1	0.1	99	-17	-5	23	1	7.9	-3	10
COc1ccc(CCNC(=O)/C=C/c2cc(OC)c(OC)c(OC)c2)cc1OC	-0.1	98	4	0	7	1	-0.9	0	4
COc1cc(NS(=O)(=O)c2ccc(NC(=O)c3ccco3)cc2)nc(OC)n1	0.0	97	-6	2	5	-4	2.3	-12	-10
COc1ccc(C(=O)Nc2nc(-c3ccc(OC)cc3)c(-c3ccc([N+](=O)[O-])cc3)s2)cc1	-0.1	95	-13	-5	2	-1	-1.8	-6	2
Cc1[nH]n(-c2ccccc2)c(=O)c1Sc1ccc(Cl)cc1	-0.1	97	2	3	4	2	-1.5	17	6
COC(=O)c1ccc(Cl)c(NC(C)=O)c1	0.1	87	6	7	4	0	-1.8	-4	10
c1ccc(-c2ccc(SCc3cccnc3)nn2)nc1	-0.5	98	6	8	0	3	-1.7	5	2
O=C(CN(Cc1cccs1)C(=O)CNC(=O)c1ccco1)NC1CCCCC1	-0.1	94	4	5	-1	1	2.5	-5	6
COc1ccc(-c2sc(Nc3ccccc3)n[n+]2-c2ccccc2)cc1Br	-0.1	107	-2	-9	0	0	/	-8	-14
Cc1ccc(S(=O)(=O)NC(CC(=O)O)c2ccccc2)cc1 (stereo not drawn)	-0.1	108	6	9	3	3	-0.6	6	-20
CC1(C)CC(=O)C=C(c2ccc3ncccc3c2)C1	-0.2	96	3	2	-5	/	/	/	10
O=C(O)CC1=C(Nc2ccccc2)C(=O)N(c2ccccc2)C1c1ccc(F)cc1 (stereo not drawn)	0.1	76	-10	-1	-4	-2	0.6	-2	5
CCC(=O)Nc1ccc(/C(C)=N\NS(=O)(=O)c2ccc(C)cc2)cc1	0.2	114	-5	-4	-11	-12	0.9	14	4
CC1CCCN(CCCN2C(=O)C3C(C(=O)Nc4cccc(Cl)c4)C4C=CC3(O4)C2C(=O)NC2CCCCC2)C1 (stereo not drawn)	-0.3	100	-2	2	6	0	-0.2	5	1
CCC1CCc2sc(C(=O)NCC3CCCO3)cc2C1 (stereo not drawn)	0.2	87	-1	-1	5	/	/	/	15
Cc1ccc(N2C(=O)CCC2(C(N)=O)c2ccccc2)cc1 (stereo not drawn)	-0.1	97	-2	0	6	-1	-1.3	-5	-4
COc1cccc(C(=O)NC(C)c2cccc3ccccc23)c1OC (stereo not drawn)	0.0	101	3	6	2	1	-3.1	8	4
COc1cc(OC)cc(C(=O)NCC(C)NC(=O)c2cc(OC)cc(OC)c2)c1 (stereo not drawn)	0.1	99	16	9	3	5	-2.4	4	18
COc1ccc(OC)c2sc(N(CCN(C)C)C(=O)c3cc(Cl)sc3Cl)nc12	0.2	96	-5	6	-5	-2	4.2	-16	-6
Cc1ccc(Cn2nnc3c(=O)[nH]c(C4CCCN(C(=O)Nc5ccc(F)cc5)C4)nc32)cc1 (stereo not drawn)	0.0	86	4	2	5	-3	-1.5	-18	-5
Cc1ccc(NC(=O)C(=O)NCCCN2CCCC2=O)c(C)c1	0.1	94	2	2	3	-4	-2.2	1	-1
Cc1cccc(N=C2SC(C)CN2C(=O)CN2C(=O)NC3(CCCC3)C2=O)c1 (stereo not drawn)	-0.1	89	-6	-3	4	2	1.0	-8	15
Cc1c(C)c2c(OCC(=O)N[C@@H](C(=O)O)c3ccccc3)cc3c(c2oc1=O)CCC(C)(C)O3	-0.2	104	2	6	-4	1	-0.1	-5	8
CCN1C(=O)c2ccccc2S(=O)c2ccc(C(=O)N3CCOCC3)cc21 (stereo not drawn)	0.3	90	0	5	-2	3	0.7	-15	-5
Cn1c(CSc2nc3ccccc3s2)nc2ccccc21	0.0	81	7	2	2	-1	-0.1	4	2
COc1cc(OC)c2c(-c3ccccc3)cc(=O)oc2c1C(CCN1CCCC(C)C1)c1ccc(N(C)C)cc1 (stereo not drawn)	-0.2	86	5	5	4	3	1.4	-8	-1
Nc1nc(N2C(=O)C3CC=CCC3C2=O)nn1-c1ccccc1 (stereo not drawn)	-0.1	99	4	3	2	1	-2.1	1	-3
CCCCN(CCCC)S(=O)(=O)c1ccc2oc(C(=O)N3CCOCC3)c(C)c2c1	0.3	101	7	-2	5	-1	0.4	3	-16
O=C(NCC(c1cccs1)N1CCOCC1)c1cc2ccccc2o1 (stereo not drawn)	-0.1	90	-1	2	4	-4	1.9	-11	4
COc1cccc(C(C(=O)NC(C)(C)C)N(CC(C)C)C(=O)CCC(=O)Nc2cc(C)on2)c1OC (stereo not drawn)	0.4	100	-3	8	-12	0	-2.8	-11	-1
Cc1ccc2c(CN3CCOCC3)cc(=O)oc2c1C	-0.2	95	2	3	-1	11	2.6	-5	8
COc1ccc(C(=O)CSc2n[nH]c(-c3ccncc3)n2)cc1[N+](=O)[O-]	0.1	116	-1	7	2	-3	-0.1	-6	-8

3 compounds from above, sorted by their value in Bcl-xL primary, descending:
SMILES,Efflux pump mplx,MCL1-BIM inh,Bcl-xL primary,GLD-1 TGE inh,MEX-5 binding,EBNA-1 inhibitor
COc1ccc(OC)c2sc(N(CCN(C)C)C(=O)c3cc(Cl)sc3Cl)nc12,0.2,-5,6,-5,4.2,-16
Cc1ccc2c(CN3CCOCC3)cc(=O)oc2c1C,-0.2,2,3,-1,2.6,-5
Cc1cccc(N=C2SC(C)CN2C(=O)CN2C(=O)NC3(CCCC3)C2=O)c1 (stereo not drawn),-0.1,-6,-3,4,1.0,-8

(further entries)
SMILES	Efflux pump mplx	CR mimetic SO	MCL1-BIM inh	Bcl-xL primary	GLD-1 TGE inh	Fam108B inh	MEX-5 binding	EBNA-1 inhibitor	ZTA DNA inh
CCn1c(NCc2ccccn2)nc2c1c(=O)n(C)c(=O)n2C	0.0	94	-1	-3	-4	-1	-2.5	-2	10
O=C(NC1CCCCC1)N(Cc1ccccc1)Cc1ccco1	0.1	95	3	2	4	-2	2.2	1	11
CC(C)[C@H](NC(=O)C1CCN(C(=O)[C@@H]2CCCN2)CC1)C(=O)NCc1ccc(F)cc1	-0.1	102	4	1	-2	2	-2.3	-4	-11
COc1ccc(Br)cc1CNC(=O)Cn1nc(C)n2cccc2c1=O	0.0	110	-1	1	2	1	0.0	-4	-11
CCNc1nnc(CCn2nc(C)c(Br)c2C)s1	0.3	93	4	2	-7	-3	0.5	-6	-7
O=C(Nc1ccc2c(c1)OCCO2)c1cccc2nc3ccccc3nc12	-0.1	91	5	6	2	12	0.2	-2	-16
CCOC(=O)c1cc2c(ccn2-c2ccc(F)cc2)n1CC(=O)N(CC)CC	0.1	105	-4	6	-4	-1	-0.1	1	9
Cc1ccn2nc(C(=O)OCC(=O)N(CC(C)C)C3CCS(=O)(=O)C3)nc2n1 (stereo not drawn)	0.2	95	4	1	5	/	/	/	-2
CCN(C(=O)COC(=O)c1nc2nc(C)cc(C)n2n1)C1CCCCC1	-0.1	104	-1	4	5	-1	2.7	1	16
O=C(CSc1nnc(CNC(=O)c2c(F)cccc2F)o1)NCc1ccccc1	-0.5	98	-2	4	3	-1	0.6	8	7
CCC(C)(C)n1nnnc1C(c1ccc(OC)c(OC)c1)N1CCN(c2cccc(OC)c2)CC1 (stereo not drawn)	0.3	94	23	4	-3	0	-1.1	-11	-2
Cc1ccc(-n2nc(-c3ccco3)cc2C(=O)NCc2cccnc2)cc1	0.1	113	5	4	-7	1	-1.0	-9	-8
